Compound activity: PubChem, National Center for Advancing Translational Sciences (NCATS)
PTHR1 ag: activates the human parathyroid hormone receptor PTHR1; Q03431; HEK293 GP2 PTHR1 cells, GloSensor cAMP luminescence, 1 h; Potency, µM (series often up to 115 µM), without a hit: top-dose activation, usual class: activators; 410,000 tested, 0.075% active; AID 743266; also: potency is read from the fitted curve at half-maximal effect; nearly all actives have a fitted effect of over 55% in size; some results filed as inactive show a strong effect at the top dose; inactives centre near -15; many of its hits are not listed in these tables
Target sequence (Q03431 whole entry, looked up): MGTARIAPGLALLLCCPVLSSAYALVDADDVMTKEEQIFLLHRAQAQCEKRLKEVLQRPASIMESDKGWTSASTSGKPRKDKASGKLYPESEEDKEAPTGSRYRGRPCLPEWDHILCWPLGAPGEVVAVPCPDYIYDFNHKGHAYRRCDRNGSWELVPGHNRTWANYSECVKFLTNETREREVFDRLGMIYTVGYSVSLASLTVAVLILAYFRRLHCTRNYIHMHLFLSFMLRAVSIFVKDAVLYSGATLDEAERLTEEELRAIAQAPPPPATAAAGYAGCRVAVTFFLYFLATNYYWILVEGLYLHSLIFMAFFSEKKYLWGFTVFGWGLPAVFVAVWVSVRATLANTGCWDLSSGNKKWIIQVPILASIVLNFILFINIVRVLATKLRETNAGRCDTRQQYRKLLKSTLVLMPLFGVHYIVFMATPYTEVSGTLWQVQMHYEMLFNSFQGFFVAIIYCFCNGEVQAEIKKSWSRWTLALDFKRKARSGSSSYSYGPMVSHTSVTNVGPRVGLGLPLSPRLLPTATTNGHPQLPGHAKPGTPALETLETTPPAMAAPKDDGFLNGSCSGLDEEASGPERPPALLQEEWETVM
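HEK-293-derived GP2 cells expressing PTHR1 and a GloSensor cAMP reporter, 3,000/well, plated overnight, given luciferin plus IBMX (each 0.5 mM as added) for 1 h at 37 °C, then compound for 1 h at 37 °C. Luminescence was read after 15 min at room temperature.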
Akt phos inh: inhibitors of Akt phosphorylation; Neuro2A IGF-stimulated pAkt S473 HTRF, 20 min; hits give low values; activity change, % for hits at 50 µM; 360,000 tested, 0.32% active; AID 651550; in the data active = activity change below about -80%; inconclusive = mostly about -51% to -80%; also: % is scaled to controls: 0 for no effect and ±100 for the full control effect
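Single-point screen (50 µM final compound) in Neuro2A cells stimulated 20 min with 6 nM IGF at 37 deg C. After lysis, Ser473-phosphorylated Akt read by HTRF (ex 330 nm, em 615/665 nm) as the 665/615 ratio.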
EPAC2 agonist: agonists of human EPAC2 (RAPGEF4); EPAC2 activation, biochemical qHTS; response scale: 100% = 6.5 mM cAMP response; Potency, µM (series often up to 154 µM), inactives show top-dose activation, most hits filed as activators; 360,000 tested, 0.079% active; also: potency is read from the fitted curve at half-maximal effect; nearly all actives have a fitted effect of over 50% in size
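EPAC2 (100 nM) mixed with Rap1B loaded with BODIPY-GDP (250 nM) plus 50 uM unlabeled GDP; compounds pinned in, 5 min RT, then read every 5 min for 30 min (ex 480, em 540 nm). Normalized to cAMP control.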
DRD3 antagonist: D3 dopamine receptor (human) antagonism. max response, negative = inhibition, %. D3R cells, DiscoveRx beta-arrestin luminescence, antagonist mode; hits give low values. P35462. 360,000 tested, 2.5% active; in the data active = max response below about -50%; inconclusive = no clear call, values can overlap the other calls; also: % is scaled to controls: 0 for no effect and ±100 for the full control effect; mostly tested at two doses, the higher about 12 µM
Target sequence (P35462 whole entry, looked up): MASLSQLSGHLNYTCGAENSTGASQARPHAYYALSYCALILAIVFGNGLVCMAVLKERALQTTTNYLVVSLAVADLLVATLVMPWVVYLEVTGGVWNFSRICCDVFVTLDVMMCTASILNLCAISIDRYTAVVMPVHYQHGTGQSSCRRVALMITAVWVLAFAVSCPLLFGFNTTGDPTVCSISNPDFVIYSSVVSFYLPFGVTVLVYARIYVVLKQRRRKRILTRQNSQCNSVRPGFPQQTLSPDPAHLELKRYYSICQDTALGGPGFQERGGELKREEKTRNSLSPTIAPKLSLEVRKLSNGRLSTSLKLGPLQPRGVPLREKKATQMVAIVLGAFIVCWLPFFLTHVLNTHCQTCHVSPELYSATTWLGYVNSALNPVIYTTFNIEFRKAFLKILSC
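Cells plated overnight at 1500 cells/well, then exposed to library compounds with dopamine controls for 90 minutes at 37 degrees C. DiscoveRx reagent added for 30–60 minutes at room temperature; luminescence read, quantitative HTS format.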
CCT chaperon mod: changes cytosolic chaperonin activity | AID 651819 | purified chaperonin ATPase assay, HTRF ADP detection, 30 min | 360,000 tested, 0.3% active | activity change, % (test concentration not listed), hits read low; in the data active = activity change below about -30%; also: % is scaled to controls: 0 for no effect and ±100 for the full control effect
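We incubate TRiC, 40 or 20 nM final, with library compounds at 76 uM and 10 uM ATP for 30 min at 37 °C. ADP formed is detected with Transcreener HTRF reagents after 30 min at room temperature.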
D3 ag: agonists of human D3 dopamine receptor; D3R DiscoveRx beta-arrestin cells, luminescence, 90 min; P35462; 410,000 tested, 0.58% active; max activation, %; in the data active = max activation above about 30%; also: 0% is about no effect; mostly tested at two doses, the higher about 12 µM
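Agonist mode: compounds and dopamine controls were applied to plated cells for 90 min at 37 degrees C after an overnight attachment at 1500 cells/well. Luminescent read-out followed 30 - 60 minutes at room temperature with DiscoveRx detection reagent.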
EPAC2 antag: antagonists of human EPAC2 | Potency, µM (series often up to 114 µM), inactives show at the top dose activity, negative = inhibition, actives largely listed as inhibitors | 360,000 tested, 0.18% active | EPAC2 GEF exchange of Rap1B-BODIPY-GDP, fluorescence; also: potency is read from the fitted curve at half-maximal effect; % is scaled to controls: 0 for no effect and ±100 for the full control effect; nearly all actives have a fitted effect of over 45% in size; many of its hits are not listed in these tables
Mm-Cpn inhibitor: inhibitors of Methanococcus maripaludis chaperonin (MmCpn). AID 504842. purified Mm-Cpn ATPase, ADP Transcreener TR-FRET. Potency, µM (series often up to 76.9 µM), for inactives: top-dose activity, negative = inhibition, usual class: inhibitors. 330,000 tested, 0.031% active; also: potency is read from the fitted curve at half-maximal effect; % is scaled to controls: 0 for no effect and ±100 for the full control effect; nearly all actives have a fitted effect of over 80% in size
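Reaction buffer contained 30 mM Tris pH 7.4, 100 mM KCl, 5 mM MgCl2 and 1 mM DTT. Mm-CPN (25 nM final) hydrolysed 10 uM ATP over 30 min at 37°C; ADP was read by HTRF.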
* marks the source's active call; other numbers are inactive results; i = inactive; ? = inconclusive; . = not tested or not shown; [ ] = remark or other dose. Unless noted, calls follow the shape of the dose curve; as a rule, active = well fitted curve in the direction sought with a large enough effect; inconclusive = small, poorly fitted or top-dose-only effect, or another doubt; inactive = no such curve, though single readings can be large; an effect the other way counts as inactive or inconclusive. Some of the compounds tested, so the mix of outcomes need not match the whole.

[1] CC(C)[C@H](NC(=O)c1ccco1)C(=O)OCC(=O)c1ccc2c(c1)NC(=O)CO2
[2] COc1ccc(CN2C(=O)CCCC2(C)c2nc3ccccc3[nH]2)cc1 (stereo not drawn)
[3] Cc1ccc(-c2csc(NC(=O)C3=COCCO3)n2)cc1
[4] COC(=O)c1nc(-c2ccccc2)oc1N(C)C
[5] COC(=O)c1ccccc1NC(=O)CSc1nc(NC(=O)c2ccccc2)c2c(C)c(C)oc2n1
[6] S=C1Nc2ccccc2CS1
[7] Cc1sc(NC(=O)CN2C(=O)NC3(CCCC3)C2=O)nc1-c1ccc(F)cc1
[8] Cc1nc(C)n(CC(O)COc2ccc3c(c2)CCC3)n1 (stereo not drawn)
assay / entry,1,2,3,4,5,6,7,8
Mm-Cpn inhibitor,0%,.,-1%,-6%,-2%,.,1%,0%
DRD3 antagonist,2,6,-2,-17,-9,0,6,23
CCT chaperon mod,0.0,-0.4,-0.8,-0.9,0.4,-1.7,-3.4,-3.1
D3 ag,2,8,4,-4,4,-9,1,2
EPAC2 antag,14%,1%,-13%,-2%,-14%,16%,4%,0%
PTHR1 ag,30%,-9%,-36%,-5%[57.5 µM],i,-4%,-38%[inhibitor],-6%[57.5 µM]
EPAC2 agonist,-2%,-2%,11%,4%,-6%,8%,0%,5%
Akt phos inh,i,i,i,i,i,i,i,i

2 entries from above, with bars between the fields.
nr | Molecule | Mm-Cpn inhibitor | DRD3 antagonist | CCT chaperon mod | D3 ag | EPAC2 antag | PTHR1 ag | EPAC2 agonist | Akt phos inh
7 | Cc1sc(NC(=O)CN2C(=O)NC3(CCCC3)C2=O)nc1-c1ccc(F)cc1 | 1% | 6 | -3.4 | 1 | 4% | -38%[inhibitor] | 0% | i
5 | COC(=O)c1ccccc1NC(=O)CSc1nc(NC(=O)c2ccccc2)c2c(C)c(C)oc2n1 | -2% | -9 | 0.4 | 4 | -14% | i | -6% | i

Additional results follow.
[9] Cc1ccc(N2C(=O)c3ccccc3NC2c2ccccc2O)cc1 (stereo not drawn)
[10] COc1ccc(NC(=O)CN(C)C(=O)Cc2c(C)nc3ccccc3c2C)cc1
[11] CN(C(=O)c1cccc([N+](=O)[O-])c1)c1ccccc1C(=O)NCc1ccccc1
[12] CCCn1c(N)c(C(=O)COC(=O)c2cccc(S(=O)(=O)N3CCOCC3)c2)c(=O)[nH]c1=O
[13] O=P(COCCOCCOCCOCP(=O)(c1ccccc1)c1ccccc1)(c1ccccc1)c1ccccc1
[14] Cc1c(C(=O)N2CCCC2)oc2ccc(Br)cc12
[15] COc1cccc2c1Oc1ncccc1N(C(=O)CCC(=O)NCc1ccc(F)cc1)C2
[16] N#Cc1cc([N+](=O)[O-])cnc1N(CCO)CCO
assay / entry,9,10,11,12,13,14,15,16
Mm-Cpn inhibitor,3%,-4%,-1%,-1%,1%,0%,1%,0%
DRD3 antagonist,0,6,0,4,-1,6,6,8
CCT chaperon mod,-3.3,-3.4,-0.8,0.4,-0.1,0.6,-3.4,-0.1
D3 ag,-7,15,5,0,2,0,4,1
EPAC2 antag,8%,6%,10%,0%,1%,?,?,3%
PTHR1 ag,-30%,-23%,-23%,i,-2%,-17%,i,-8%
EPAC2 agonist,1%,14%,5%,9%,1%,0%,9%,-12%
Akt phos inh,i,i,i,i,i,i,.,i

[17] Nc1cccc(Oc2ccc3c(c2)C(=O)N(CCO)C3=O)c1
[18] Cc1cc(NC(=O)c2cccs2)n(-c2ccccc2)n1
[19] COc1cccc(CNC(=O)C2(C)Oc3ccccc3NC2=O)c1 (stereo not drawn)
[20] Cn1c(SCC(=O)N/N=C/c2ccncc2)nc2ccccc21
[21] CCn1cc(C2=NC(C)CO2)c2ccccc21 (stereo not drawn)
[22] O=C(O)C1Cc2c([nH]c3ccccc23)C(c2ccc3c(c2)OCO3)N1 (stereo not drawn)
[23] COC(=O)CSc1nnc(CNC(=O)c2ccc(S(=O)(=O)N(C)C)cc2)n1C
[24] O=C(NCc1nc2ccccc2[nH]1)C1=C[C@H](C2CC2)C[C@H](OCc2ccc(CO)cc2)O1
assay / entry,17,18,19,20,21,22,23,24
Mm-Cpn inhibitor,.,1%,3%,-1%,1%,-1%,-1%,-9%
DRD3 antagonist,-4,-13,-4,12,10,-11,12,6
CCT chaperon mod,-5.0,0.5,-1.0,-0.5,-0.4,0.9,-22,-0.4
D3 ag,-1,0,-7,-6,-8,11,3,-15
EPAC2 antag,0%,-1%,5%,-2%,-4%,8%,8%,4%
PTHR1 ag,i,19%[57.5 µM],-15%,i,i,-12%[57.5 µM],i,11%
EPAC2 agonist,5%,6%,-3%,16%,3%,-1%,6%,11%
Akt phos inh,i,i,i,i,i,i,i,i

[25] Cc1ccc(NC(=O)COC(=O)c2cccc(C)c2[N+](=O)[O-])cc1S(=O)(=O)N1CCCCC1
[26] CC(C)OC(=O)C1CC(C)(O)C(=O)C(C(=O)OC(C)C)C1c1ccc([N+](=O)[O-])cc1 (stereo not drawn)
[27] CCOC(=O)Cc1csc(SCC(=O)NC2CCCC2)n1
[28] CCOc1ccc(NC(=O)C/C(C)=N/NC(=O)Cc2ccc(Cl)cc2)cc1
[29] CC1(C)CC(=O)C2=C(C1)NC(=O)CC2c1cc2c(cc1Br)OCO2 (stereo not drawn)
[30] O=[N+]([O-])c1ccc(-c2csc(NN=C3CCCC3)n2)cc1
[31] Cc1ccccc1S(=O)(=O)N1CC(C(=O)O)=CC[C@H]1c1ccc(Cl)cc1
[32] Cn1cc(CN2CCC(Oc3ccc(C(=O)N4CCCCC4)cc3)CC2)cn1
assay / entry,25,26,27,28,29,30,31,32
Mm-Cpn inhibitor,-4%,0%,-3%,3%,0%,-16%,1%,0%
DRD3 antagonist,1,-25,5,12,-23,10,6,-4
CCT chaperon mod,-6.2,0.6,-0.9,-2.3,-0.2,-3.4,-1.3,0.6
D3 ag,3,-5,2,-16,0,3,-1,-2
EPAC2 antag,-5%,2%,12%,-15%,-15%,-5%,2%,-5%
PTHR1 ag,-49%[inhibitor],6%,i,i,-7%,-28%,-21%,i
EPAC2 agonist,15%,5%,0%,1%,-4%,-1%,10%,8%
Akt phos inh,i,i,i,i,i,i,i,i

[33] CCOC(=O)c1c(CS(=O)(=O)c2ccccc2)n(C)c2cc(Br)c(O)cc12
[34] COc1ccc(Oc2ccccc2/C=C/C(=O)O)cc1
[35] O=C(Nc1cc(C(F)(F)F)ccc1Cl)C(Sc1nnc(-c2cccs2)o1)c1ccccc1 (stereo not drawn)
[36] COc1cccc(NC(=O)COC(=O)CCn2c(C)csc2=O)c1
[37] Cc1ccccc1S(=O)(=O)Cc1ccc(C(=O)NCc2cccnc2)o1
[38] CC(OC(=O)COc1ccc(C#N)cc1)C(=O)Nc1ccc(Cl)cn1 (stereo not drawn)
[39] COc1ncnc2c1ncn2CCCN1CCN(C(=O)C2CC2)CC1
[40] Cc1ccc(Cn2cc(CN3CC(N4CCN(C5CCN(C)CC5)CC4)CS3(=O)=O)nn2)cc1 (stereo not drawn)
assay / entry,33,34,35,36,37,38,39,40
Mm-Cpn inhibitor,1%,-1%,0%,-1%,0%,2%,.,.
DRD3 antagonist,-4,-23,2,9,-8,-3,-24,0
CCT chaperon mod,-2.3,-1.1,-2.1,-1.8,1.5,1.1,0.8,1.5
D3 ag,1,-4,6,8,0,-7,-4,4
EPAC2 antag,3%,-11%,-1%,5%,12%,8%,0%,7%
PTHR1 ag,-59%[inhibitor],i,i,-24%,i,i,-1%,-11%
EPAC2 agonist,6%,3%,-10%,-1%,5%,5%,6%,9%
Akt phos inh,i,i,i,i,i,i,i,i

[41] Cc1ccc(C)c(NC(=O)C2(C)CCN2C(=O)C(C)C)c1 (stereo not drawn)
[42] Cc1ccc(-c2noc(-c3ccccc3C(=O)N3CCN(C)CC3)n2)cc1
[43] CCOC(=O)C(=CNc1cccc(C)n1)C(=O)OCC
[44] CSC1=N/C(=C\c2ccc(F)cc2)C(=O)S1
[45] O=C(OCc1ccccc1)N1CCC2CC1c1cc(-c3cc4ccccc4o3)ccc12 (stereo not drawn)
assay / entry,41,42,43,44,45
Mm-Cpn inhibitor,.,1%,-1%,-1%,.
DRD3 antagonist,-4,18,-3,-1,9
CCT chaperon mod,-2.9,-3.0,0.1,0.9,1.5
D3 ag,6,-11,0,1,-3
EPAC2 antag,3%,-7%,3%,12%,2%
PTHR1 ag,i,-6%,-27%,i,i
EPAC2 agonist,12%,-3%,9%,1%,2%
Akt phos inh,i,i,i,i,i

By substructure: the entries above containing an aryl methoxy group.
[2] COc1ccc(CN2C(=O)CCCC2(C)c2nc3ccccc3[nH]2)cc1 (stereo not drawn)
[10] COc1ccc(NC(=O)CN(C)C(=O)Cc2c(C)nc3ccccc3c2C)cc1
[15] COc1cccc2c1Oc1ncccc1N(C(=O)CCC(=O)NCc1ccc(F)cc1)C2
[19] COc1cccc(CNC(=O)C2(C)Oc3ccccc3NC2=O)c1 (stereo not drawn)
[34] COc1ccc(Oc2ccccc2/C=C/C(=O)O)cc1
[36] COc1cccc(NC(=O)COC(=O)CCn2c(C)csc2=O)c1
[39] COc1ncnc2c1ncn2CCCN1CCN(C(=O)C2CC2)CC1
assay / entry,2,10,15,19,34,36,39
Mm-Cpn inhibitor,.,-4%,1%,3%,-1%,-1%,.
DRD3 antagonist,6,6,6,-4,-23,9,-24
CCT chaperon mod,-0.4,-3.4,-3.4,-1.0,-1.1,-1.8,0.8
D3 ag,8,15,4,-7,-4,8,-4
EPAC2 antag,1%,6%,?,5%,-11%,5%,0%
PTHR1 ag,-9%,-23%,i,-15%,i,-24%,-1%
EPAC2 agonist,-2%,14%,9%,-3%,3%,-1%,6%
Akt phos inh,i,i,.,i,i,i,i
